# PfG6PD inh – PfG6PD (Plasmodium falciparum) enzyme inhibition. PfGluPho enzyme, NADPH resazurin-diaphorase fluorescence. inhibition, % at 20 µM. 0.78% of 350,000 active. AID 504690;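 active = inhibition reaching at least a set limit at 20 µM in the primary screen, cut at about 59% in these data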;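 also: 0% = DMSO wells with substrate and 100% = DMSO wells lacking glucose-6-phosphate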
# NALP3 yeast inh – blocks the NALP3 inflammasome reconstituted in yeast; Yeast reconstituted NLRP3/ASC/caspase-1, beta-gal luminescence, 24 h; inhibition, % at 10 µM; 0.39% of 330,000 active; AID 2825;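 active = inhibition of 50% or more; inactive = inhibition below 50%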;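 also: plate controls were induced DMSO wells for no effect and uninduced yeast grown without galactose for full effect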
# SENP6 block – blocks the human protease SENP6; Recombinant SENP6 catalytic domain, aminoluciferin luminescence; inhibition, % at 10 µM; Q9GZR1; 1.8% of 330,000 active;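 active = inhibition above about 50% at the single tested dose, limit read from the data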;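 also: plate controls were DMSO wells with enzyme for no effect and DMSO wells lacking enzyme for full effect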
# Target sequence (Q9GZR1 628-1112 limits assumed): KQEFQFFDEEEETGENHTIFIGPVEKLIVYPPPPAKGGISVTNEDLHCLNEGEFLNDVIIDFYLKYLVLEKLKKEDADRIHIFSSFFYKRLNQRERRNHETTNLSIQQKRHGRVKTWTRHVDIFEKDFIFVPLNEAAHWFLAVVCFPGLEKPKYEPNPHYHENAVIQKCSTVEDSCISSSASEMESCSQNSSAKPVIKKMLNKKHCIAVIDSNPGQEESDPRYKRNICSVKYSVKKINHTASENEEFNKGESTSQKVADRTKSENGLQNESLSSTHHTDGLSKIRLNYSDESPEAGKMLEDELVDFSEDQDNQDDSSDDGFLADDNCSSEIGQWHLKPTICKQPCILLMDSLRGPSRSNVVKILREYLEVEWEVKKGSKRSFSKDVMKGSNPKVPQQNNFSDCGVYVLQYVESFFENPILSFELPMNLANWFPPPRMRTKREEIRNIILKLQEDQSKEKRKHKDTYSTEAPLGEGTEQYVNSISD
# SENP1 FRET inh – inhibitors of human SENP1 SUMO protease catalytic domain. Q9P0U3. recombinant SENP1 catalytic domain, CyPet-SUMO1-YPet FRET cleavage. inhibition, % at 10 µM. 0.21% of 360,000 active. AID 624204;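 active = inhibition at least 30% at 10 µM, raw YFP signal under a set limit, fluorescence ratio 0.5 to 1.5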;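 also: 0% = enzyme with DMSO and 100% = no enzyme wells; some results filed as inactive read as strong as hits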
# Target sequence (Q9P0U3 419-644 limits assumed): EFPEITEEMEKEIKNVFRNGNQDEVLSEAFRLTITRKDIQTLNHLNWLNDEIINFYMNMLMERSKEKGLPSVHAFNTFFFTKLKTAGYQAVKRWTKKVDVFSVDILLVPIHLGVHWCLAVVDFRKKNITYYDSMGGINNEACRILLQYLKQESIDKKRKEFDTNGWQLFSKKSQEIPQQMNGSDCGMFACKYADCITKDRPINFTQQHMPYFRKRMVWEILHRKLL
#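 Compound: 10 µM single point, 0.5% DMSO; Test system: hSENP1 catalytic domain, recombinant; Timing: 50 min reaction at room temperature; Technique: FRET, CFP and YFP emission; Control set: no-enzyme wells low, DMSO-plus-enzyme wells high control.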
# HKDC1 inhibitor – inhibitors of human hexokinase HKDC1 | Q2TB90 | recombinant HKDC1, G6PDH/diaphorase resazurin coupled fluorescence | inhibition, % at 20 µM | 0.16% of 340,000 active | AID 493160;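 active = inhibition above about 35% when tested at 20 µM, limit read from the data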;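 also: plate controls were DMSO wells with enzyme for no effect and DMSO wells lacking enzyme for full effect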
#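 Test system: HK5 enzyme. Quantity: 5 µg/mL HK5 final. Reagent: glucose and ATP substrates. Schedule: 90 min reaction incubation at room temperature, dark. Technique: resazurin-to-resorufin fluorescence via G6PDH and diaphorase coupling, 525/613 nm. Control set: DMSO wells with and without enzyme mix.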
# Apaf-1 inh – human Apaf-1 inhibition; 0.71% of 330,000 active; inhibition, % at 20 µM; reconstituted apoptosome caspase-3 activity, DEVD-Rh110 fluorescence; active = inhibition of at least 40% at 20 µM;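 also: plate controls were DMSO wells for no effect and DEVD-CHO caspase inhibitor wells for full effect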
#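 detection = Rh110 fluorescence intensity | test system = biochemical Apaf-1 apoptosome reconstitution | also added = cytochrome c and DEVD-Rh110 substrate | schedule = 30 min plus 50 min, RT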
# SENP7 block – blocks the human protease SENP7 | 1.5% of 330,000 active | AID 434973 | inhibition, % at 5 µM | recombinant SENP7, Z-RLRGG-aminoluciferin luminescence, 40 min;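 active = inhibition above about 50% at the single test dose, limit read from the data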;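 also: plate controls were DMSO with enzyme for no effect and no enzyme buffer wells for full effect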
# SENP8 block-1 – SENP8 protease inhibition; Q96LD8; purified SENP8, Z-RLRGG-aminoluciferin cleavage, luminescence; inhibition, % at 10 µM; 1.2% of 330,000 active; AID 2540; in the data active = inhibition above about 50%
# Target sequence (Q96LD8 whole entry, looked up): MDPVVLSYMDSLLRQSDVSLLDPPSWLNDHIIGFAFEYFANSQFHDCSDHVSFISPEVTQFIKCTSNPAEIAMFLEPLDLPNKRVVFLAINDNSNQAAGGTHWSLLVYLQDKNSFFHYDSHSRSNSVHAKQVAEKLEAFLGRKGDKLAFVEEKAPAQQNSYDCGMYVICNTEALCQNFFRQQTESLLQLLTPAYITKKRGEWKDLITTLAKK
# SENP8 block-2 – SENP8 (human) protease inhibition. Q96LD8. 0.64% of 360,000 active. inhibition, % at 20 µM. recombinant SENP8, Nedd8 substrate fluorescence. AID 602440; in the data active = inhibition mostly above about 40%, no sharp cut-off; inactive = mostly below about 27%
# * hit, by the source's call; . = no result given.
# Preview, 18 compounds:
mol	PfG6PD inh	NALP3 yeast inh	SENP6 block	SENP1 FRET inh	HKDC1 inhibitor	Apaf-1 inh	SENP7 block	SENP8 block-1	SENP8 block-2
O=C(NC12CC3CC(CC(C3)C1)C2)OCCNC1CCCCC1	8	5	-5	1	-5	-8	12	-8	10
CC1CN(C(=O)c2ccc(COc3ccccc3Br)o2)CC(C)O1 (stereo not drawn)	-11	24	-4	-2	-7	8	-5	-10	-1
CC(=O)Nc1ccc(Nc2cc(C)nc3ccccc23)cc1	13	6	-5	1	-5	-3	10	2	16
CCCCn1c(N)c(N(CC(C)C)C(=O)COC(=O)Cc2cccc(OC)c2)c(=O)[nH]c1=O	8	15	-5	1	-3	-1	7	-4	14
C=C1CCC(O)C2(C)CCC3C(C)C(=O)OC3C12O (stereo not drawn)	-4	15	5	0	-3	-5	7	-2	19
CC1CCCN(CC(=O)Nc2cc(S(=O)(=O)N3CCOCC3)ccc2N2CCCC2)C1 (stereo not drawn)	-8	7	3	0	7	-7	8	-8	2
CCn1c(SCC(=O)Nc2ccccc2N2CCOCC2)nnc1-c1ccccc1O	7	13	-14	2	1	3	-2	-4	5
CCOc1ccc(C(=O)NC(=S)Nc2cccc(NC(=O)c3ccco3)c2)cc1[N+](=O)[O-]	33	10	-7	1	-5	3	2	6	21
Cc1cc(C)n(-c2nnc(NC34CC5CC(CC(C5)C3)C4)nn2)n1	10	2	-29	2	-2	26	-5	-12	11
Cc1cc(C)cc(Nc2ccc([N+](=O)[O-])nc2[N+](=O)[O-])c1	14	5	7	0	5	-5	2	1	41*
COc1ccc(NS(=O)(=O)c2ccc(C)c(C(=O)NNC(=O)c3csc(N4CCOCC4)n3)c2)cc1	7	19	3	3	-3	8	-11	8	11
CCO[C@@H]1OC(C(=O)N2CCN(Cc3ccccc3)CC2)=C[C@H](c2cn(C(C)=O)c3ccccc23)[C@H]1CCCO	5	16	-7	0	-2	16	-3	-1	2
CC1CCN(C2=C(NS(=O)(=O)c3ccc(Br)cc3)C(=O)c3ccccc3C2=O)CC1	-23	-1	55*	-1	17	54*	27	29	26
Cc1nc2c(ccc3nc(NC(=O)c4ccc5c(c4)OCCO5)sc32)s1	55	24	8	-3	18	-3	16	-1	-287
COc1ccc(Cn2c(=O)[nH]c3cc(OC)c(OC)cc3c2=O)cc1	-3	20	-20	2	-6	-6	6	-3	-34
CCOc1ncccc1C(=O)Nc1ccc2c(c1)OCO2	16	16	-2	0	-3	-10	1	1	12
COc1cc2c3c(c1)/C(=C1/SC(=S)NC1=O)C(=O)N3C(C)(C)C=C2C	39	20	24	-3	-4	12	0	13	16
C=CCN(CC=C)CCOc1cc(C)ccc1[N+](=O)[O-]	-1	12	-4	3	-6	6	9	-5	8

# Main list, from the start:
mol	PfG6PD inh	NALP3 yeast inh	SENP6 block	SENP1 FRET inh	HKDC1 inhibitor	Apaf-1 inh	SENP7 block	SENP8 block-1	SENP8 block-2
O=C(NC12CC3CC(CC(C3)C1)C2)OCCNC1CCCCC1	8	5	-5	1	-5	-8	12	-8	10
CC1CN(C(=O)c2ccc(COc3ccccc3Br)o2)CC(C)O1 (stereo not drawn)	-11	24	-4	-2	-7	8	-5	-10	-1
CC(=O)Nc1ccc(Nc2cc(C)nc3ccccc23)cc1	13	6	-5	1	-5	-3	10	2	16
CCCCn1c(N)c(N(CC(C)C)C(=O)COC(=O)Cc2cccc(OC)c2)c(=O)[nH]c1=O	8	15	-5	1	-3	-1	7	-4	14
C=C1CCC(O)C2(C)CCC3C(C)C(=O)OC3C12O (stereo not drawn)	-4	15	5	0	-3	-5	7	-2	19
CC1CCCN(CC(=O)Nc2cc(S(=O)(=O)N3CCOCC3)ccc2N2CCCC2)C1 (stereo not drawn)	-8	7	3	0	7	-7	8	-8	2
CCn1c(SCC(=O)Nc2ccccc2N2CCOCC2)nnc1-c1ccccc1O	7	13	-14	2	1	3	-2	-4	5
CCOc1ccc(C(=O)NC(=S)Nc2cccc(NC(=O)c3ccco3)c2)cc1[N+](=O)[O-]	33	10	-7	1	-5	3	2	6	21
Cc1cc(C)n(-c2nnc(NC34CC5CC(CC(C5)C3)C4)nn2)n1	10	2	-29	2	-2	26	-5	-12	11
Cc1cc(C)cc(Nc2ccc([N+](=O)[O-])nc2[N+](=O)[O-])c1	14	5	7	0	5	-5	2	1	41*
COc1ccc(NS(=O)(=O)c2ccc(C)c(C(=O)NNC(=O)c3csc(N4CCOCC4)n3)c2)cc1	7	19	3	3	-3	8	-11	8	11
CCO[C@@H]1OC(C(=O)N2CCN(Cc3ccccc3)CC2)=C[C@H](c2cn(C(C)=O)c3ccccc23)[C@H]1CCCO	5	16	-7	0	-2	16	-3	-1	2
CC1CCN(C2=C(NS(=O)(=O)c3ccc(Br)cc3)C(=O)c3ccccc3C2=O)CC1	-23	-1	55*	-1	17	54*	27	29	26
Cc1nc2c(ccc3nc(NC(=O)c4ccc5c(c4)OCCO5)sc32)s1	55	24	8	-3	18	-3	16	-1	-287
COc1ccc(Cn2c(=O)[nH]c3cc(OC)c(OC)cc3c2=O)cc1	-3	20	-20	2	-6	-6	6	-3	-34
CCOc1ncccc1C(=O)Nc1ccc2c(c1)OCO2	16	16	-2	0	-3	-10	1	1	12
COc1cc2c3c(c1)/C(=C1/SC(=S)NC1=O)C(=O)N3C(C)(C)C=C2C	39	20	24	-3	-4	12	0	13	16
C=CCN(CC=C)CCOc1cc(C)ccc1[N+](=O)[O-]	-1	12	-4	3	-6	6	9	-5	8
CCN1C(=O)CS/C1=N\S(=O)(=O)c1ccc(Cl)cc1	-10	12	-18	0	1	-11	-9	0	11
CCOc1ccccc1C(C(=O)NC1CCCC1)N(Cc1ccco1)C(=O)CNC(=O)c1ccco1 (stereo not drawn)	29	8	-8	0	-2	3	2	-1	9
COC(=O)CSc1ccc2nnc(CCNS(=O)(=O)c3ccc(C)cc3)n2n1	5	18	-5	0	-1	-7	1	-3	-25
CC1Cc2ccccc2N1CC(=O)NC(=O)NCc1ccccc1 (stereo not drawn)	-1	15	-14	0	-3	8	-2	-10	13
O=C(COc1ccc(C(=S)N2CCCC2)cc1)Nc1ccccc1C(F)(F)F	2	4	2	-2	0	5	0	8	8
CN(C)S(=O)(=O)c1cccc(NC(=S)NCCc2ccccn2)c1	-6	0	-33	0	-5	4	2	7	0
CCOC(=O)c1c(S(=O)(=O)NCC(=O)Nc2ccccc2F)c(C)n(C)c1C	-9	9	-12	1	5	7	10	0	3
O=C(CSc1nnc(Cn2c(=O)sc3ccccc32)n1-c1ccccc1)N1CCCC1	16	8	-5	1	-5	0	-6	-6	7
CCCCc1ccc(S(=O)(=O)N2CCN(C(=O)c3ccco3)CC2)cc1	-5	4	-28	2	-2	22	-7	-10	9
Cc1snc(SCc2ccc(F)cc2)c1C#N	2	38	-13	0	7	11	-6	-16	4
Cc1cccc(NC(=O)Cn2c(=O)n3nc(CCn4nc(C)cc4C)nc3c3ccccc32)c1	2	-11	18	0	-10	-10	1	6	12
N#Cc1cccn1-c1nccs1	-1	11	9	0	-3	-4	2	7	21
CC(C)NC(=O)CCCn1c(=S)[nH]c2cc3c(cc2c1=O)OCO3	5	11	-4	0	3	13	-8	-10	-6
CCOC(=O)N1CCC(NC(=O)CCC(=O)c2ccccc2)CC1	-5	25	-8	1	-9	9	2	-2	20
COc1ccc(N2CCN(C(=O)COCc3cc(-c4ccc5c(c4)OCO5)on3)CC2)cc1	6	20	-4	1	0	28	-13	-15	10
O=C(COc1ccccc1)c1ccccc1	3	.	.	2	2	.	.	.	12
COc1cccc(CNC(=O)c2cccc(NC3=NC4CS(=O)(=O)CC4S3)c2)c1 (stereo not drawn)	3	5	-16	3	-3	-2	4	3	10
CCOP(=O)(OCC)C(Nc1ccc(F)cc1)c1ccccc1 (stereo not drawn)	-6	10	21	3	-3	-2	-5	6	24
CCc1ccc(NC(=O)c2ccnc(C(C)(C)C)c2)cc1	4	17	1	1	-8	-16	3	8	11
Cc1ccc(CSc2nnc(-c3cccc(S(=O)(=O)N4CCOCC4)c3)n2CC(C)C)cc1	1	0	-5	4	16	24	-3	-6	22
COc1cccc(CN2CCNC(=O)C2CC(=O)NCC2CCOCC2)c1 (stereo not drawn)	1	12	7	-9	-3	-4	0	1	-25
COc1ccc(CCNc2ccc(C(CC(N)=O)NC(=O)Cc3cccc4ccccc34)cc2[N+](=O)[O-])cc1 (stereo not drawn)	2	15	-34	20	-4	16	-14	-14	25
Cc1ccc(/C=C/S(=O)(=O)NCC(=O)OCC(=O)Nc2ccc(C(N)=O)cc2)cc1	-1	12	0	2	-1	3	-2	2	5
CCOC(=O)c1[nH]c2ccc(OC)cc2c1NC(=O)CN1CCc2ccccc2C1	19	14	-9	1	-2	0	-2	-6	-490
O=C1NC(c2ccccc2)=C(c2ccccc2)C1=O	-9	.	.	2	-5	.	.	.	26
O=C(CCc1ccc(S(=O)(=O)N2CCOCC2)cc1)Nc1nccs1	1	-3	-14	0	-12	-8	-2	3	16
O=C(c1ccco1)N1CCN(C(=O)C2CC(c3ccccc3F)=NO2)CC1 (stereo not drawn)	9	-3	0	-2	-6	0	5	7	14
S=C(Nc1cccc(Cl)c1)N1CCN(c2ccccn2)CC1	5	21	-2	5	-5	22	-16	-10	19
CN(C)CCCN(C(=O)c1ccc(S(=O)(=O)N2CCCC2)cc1)c1nc2c(F)cc(F)cc2s1	13	26	-5	1	-2	2	-6	-6	24
CC1=CC2=NC(=O)/C(=C\c3cccn3CCOc3ccccc3C)C(=N)N2O1	-5	22	14	-6	6	8	-3	-1	23
COc1ccccc1S(=O)(=O)Nc1ccc2nc(C)sc2c1	-5	8	-4	1	-3	8	11	-2	5
CN(C)c1oc(COc2ccccc2F)nc1C#N	-5	23	0	1	5	-1	0	-4	11
O=C(c1cccc(N2C(=O)C3C4C=CC(C4)C3C2=O)c1)N1CCN(c2ccccc2F)CC1 (stereo not drawn)	-3	5	-17	3	-5	1	-2	-2	4
CC1CC(C)CN(CCCNC(=O)C2CCCN(c3ncnc4c3nc3n4CCCCC3)C2)C1 (stereo not drawn)	-3	5	-6	1	-6	8	-2	1	10
COc1cc(Cc2nccc3cc(OC)c(OC)cc23)c(S(=O)(=O)O)cc1OC	-30	16	-13	0	-3	2	11	-5	34
Cc1ccccc1C(=O)Nc1cc(S(=O)(=O)N2CCOCC2)ccc1N1CCN(C)CC1	3	13	-19	1	-4	-1	-12	-9	12

# From PubChem BioAssay
